tim10-1 inh: inhibits growth of tim10-1 mutant yeast; S. cerevisiae tim10-1 ts strain growth, BacTiter-Glo, 24 h; inhibition, % at 20 µM; 2.2% of 330,000 active; AID 463190;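 active = inhibition of at least 40%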;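 also: mutant grown at 25 °C; 0% = DMSO wells with yeast and 100% = wells holding no yeast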
TIM10 inh: TIM10 yeast growth inhibition | S. cerevisiae TIM10 strain growth, BacTiter-Glo luminescence, 24 h | inhibition, % at 10 µM | 1.4% of 330,000 active | AID 463195;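 active = inhibition of 40% or more at the single tested concentration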;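 also: wild-type TIM10 isogenic control strain grown at permissive 25 °C; 0% = DMSO yeast wells and 100% = minimal medium wells without yeast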
UPR XBP1 act: adaptive UPR (XBP1) activation | CHO-XBP1 luciferase reporter, IRE1-XBP1 UPR activation, luminescence; percent of tunicamycin response, DMSO as zero | 0.33% of 330,000 active | activation, % at 20 µM;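 active = versus positive control, 20 µM dose yields 30% or more activation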;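 also: 100% = tunicamycin at 10 µg/mL and 0% = DMSO only wells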
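Material: CHO-XBP1 cells stably carrying IRE1-XBP1-driven luciferase reporter / Amount: 1000 cells per well / Compound: 20 µM, 1% DMSO / Times: 6 h treatment, 37 °C / Detection: luciferase luminescence / Measure: % activation of reporter signal versus tunicamycin and DMSO controls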
NR3A LBD binder: NR3A (human) ligand-binding domain modulation; AID 1259313; Tm shift relative to glycine control, % at 25 µM; NR3A LBD differential scanning fluorimetry, Tm shift; 0% = protein alone, 100% = glycine-bound protein; 2.5% of 340,000 active;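 active = melting temperature shift of at least 10% of the positive control shift, at one fixed dose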
UPR CHOP act: apoptotic UPR (CHOP) activation | CHO-CHOP luciferase reporter, luminescence; percent of tunicamycin response over DMSO baseline | activation, % at 10 µM | 0.34% of 330,000 active | AID 449763;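 active = at 10 µM dose, activation of 40% or more, normalized to positive control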;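 also: 100% = tunicamycin at 10 µg/mL and 0% = DMSO alone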
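measured by = luciferase luminescence | assay system = CHO-CHOP cells, stable luciferase reporter of PERK-eIF2a-CHOP signalling | amount = 500 reporter cells seeded per well | timing = 6 h compound exposure at 37 °C after overnight seeding | controls = positive tunicamycin 10 µg/mL, negative DMSO alone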
Mdm2-MdmX inh: disrupts the human Mdm2-MdmX interaction | inhibition, % at 8 µM | O15151+Q00987 | SaOS-2 split-luciferase Mdm2/MdmX complementation, luminescence | 3% of 330,000 active | AID 485346;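 active = inhibition of at least 50% at 8 µM in the primary screen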
APJ agonist: activates the human apelin receptor APJ; CHO-K1 APJ PathHunter beta-arrestin, luminescence; 0% DMSO wells, 100% apelin; P35414; activation, % at 20 µM; 0.11% of 330,000 active;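 active = activation more than six SD over the plate average, tested at 20 µM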;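 also: 0% = DMSO alone and 100% = apelin-13 at 10 nM; some results filed as inactive read as strong as hits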
Target sequence (P35414 whole entry, looked up): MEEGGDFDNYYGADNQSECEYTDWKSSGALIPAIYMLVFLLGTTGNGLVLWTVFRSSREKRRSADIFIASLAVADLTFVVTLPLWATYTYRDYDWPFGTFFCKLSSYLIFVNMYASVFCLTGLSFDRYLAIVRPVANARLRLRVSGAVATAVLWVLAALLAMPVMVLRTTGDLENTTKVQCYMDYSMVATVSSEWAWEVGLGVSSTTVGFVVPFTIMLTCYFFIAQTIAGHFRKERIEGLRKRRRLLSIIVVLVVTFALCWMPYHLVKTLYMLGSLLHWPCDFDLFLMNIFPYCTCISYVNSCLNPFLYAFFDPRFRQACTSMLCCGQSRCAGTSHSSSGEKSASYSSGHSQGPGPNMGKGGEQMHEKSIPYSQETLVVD
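Test system: CHO-K1 APJ beta-arrestin complementation cell line. Amount: cell density 1000 per well. Controls: DMSO negative, 10 nM Apelin-13 positive. Signal: luminescent beta-gal fragment complementation, chemiluminescent substrate. Read-out basis: agonist-driven arrestin binding to APJ. Timing: compound stimulation 90 min at 25 °C, detection 60 min.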
tim23-1 inh: tim23-1 yeast growth inhibition; AID 463212; 1.3% of 330,000 active; inhibition, % at 20 µM; S. cerevisiae tim23-1 growth, BacTiter-Glo luminescence, 24 h;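 active = growth inhibition of the mutant yeast at or above 50%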;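 also: temperature-sensitive mutant grown at 25 °C; plate controls were DMSO-treated mutant yeast for no effect and medium wells lacking yeast for full effect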
NALP3 yeast inh: NALP3 inhibition in yeast | Yeast reconstituted NLRP3/ASC/caspase-1, beta-gal luminescence, 24 h | inhibition, % at 10 µM | 0.39% of 330,000 active | AID 2825;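 active = inhibition of 50% or more; inactive = inhibition below 50%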;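 also: plate controls were induced DMSO wells for no effect and uninduced yeast grown without galactose for full effect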
Starred values were filed as active, the others as inactive.

SMILES,UPR CHOP act,tim23-1 inh,Mdm2-MdmX inh,NR3A LBD binder,tim10-1 inh,APJ agonist,NALP3 yeast inh,TIM10 inh,UPR XBP1 act
CC1=C/C(=N\Nc2ccccc2[N+](=O)[O-])CC(C)(C)C1,-2.1,-1,-6,-1,12,-5,23,3,-6
O=C(COc1ccccc1)N1CCN(c2nnc(-c3ccccc3)c3ccccc23)CC1,-2.7,-77,-8,-1,-32,-3,-24,-9,-3
COC(=O)c1ccc2nc(-c3ccc(S(C)(=O)=O)cc3)cn2c1,2.4,12,41,-1,17,3,1,13,2
CCOC(=O)c1cccc(NC(=O)c2cc(C)nn2-c2ccccc2)c1,0.2,27,11,0,29,-1,9,17,4
O=C(NCc1nc2ccccc2[nH]1)C1=C[C@H](c2ccccc2)C[C@H](OCCCCO)O1,0.5,16,14,0,-4,-6,19,-9,0
COC(=O)c1ccccc1OCC(=O)N1CCN(c2ccc(F)cc2)CC1,25,5,4,0,11,-4,9,6,1
COc1ccc(N2CCN(Cc3cc(=O)oc4cc(C)c(Cl)c(C)c34)CC2)cc1,0.3,5,10,-1,-1,-3,2,-11,10
COCCCNC(=O)c1cc(-c2cccnc2)nc2ccccc12,-2.3,-3,-12,1,-4,-1,14,3,-1
COc1cccc(C(c2ccccc2)N2C3CCC2CN(S(=O)(=O)c2ccc(F)cc2)CC3)c1 (stereo not drawn),3.8,11,-22,-2,18,3,8,14,-2
CCN(CC)C(=O)CCCSc1nnc(Nc2ccccc2F)s1,2.8,17,-4,-2,10,0,8,-1,-4
Cc1nc2nc(C)c(CCC(=O)N3CCN(c4ccccc4)CC3)c(C)n2n1,1.6,1,8,0,1,1,4,3,1
CSc1ccc(C#N)cc1NC(=O)c1cccnc1Cl,0.9,10,-2,0,20,-4,20,3,-3
Cc1ccc2c(c1)N(CC(=O)N1CCCC1)C(=O)c1cccnc1O2,3.1,3,8,3,0,2,11,7,-4
CCn1c(SCC(=O)N2CCCCCC2)nc2ccccc2c1=O,1.3,18,21,-1,-69,-3,17,-21,-4
CC1=C(C(=O)Nc2ccccc2)C(c2ccc3c(c2)OCO3)C2=C(CCCC2=O)N1 (stereo not drawn),-0.2,14,11,2,11,5,7,5,-2
Cc1nnc(SCC(=O)N2CCN(S(=O)(=O)c3ccccc3)CC2)[nH]c1=O,-4.7,-3,22,0,6,-3,-2,6,-1
CC(C(=O)c1ccc(-c2ccccc2)cc1)[n+]1cccc(C(N)=O)c1 (stereo not drawn),-0.6,15,22,5,3,-6,21,1,-4
Cc1cc(C)c2ccc(=O)n(CC(=O)N/N=C/c3ccccc3Cl)c2n1,-1.3,14,2,0,24,1,4,23,-1
COc1ccc(C(=O)OC(COc2ccccc2)Cn2ccnc2)cc1 (stereo not drawn),-1.0,-262,26,-1,-53,-5,13,-30,-4
Cc1nnc2c(NC3CCCCC3)nc3ccccc3n12,3.7,31,38,-1,10,-1,12,18,7
CCOCC(=O)Nc1cccc(SC)c1,-0.5,4,7,0,8,0,7,-6,4
Cc1[nH]c2ccc(C(=O)N3CCN(Cc4ccccc4)CC3)cc2c1C,0.2,19,4,-1,17,-1,-2,18,-1
Cc1ccc(-n2c(=O)c3sccc3n(CC(=O)NCc3ccco3)c2=O)cc1F,-0.9,14,-2,-2,0,2,-6,-21,-2
Cc1cccc(C(=S)N2CCOCC2)n1,0.9,-2,9,0,-13,-1,13,-3,-3
Cc1cc(N)n(-c2ccc3ccccc3c2)n1,0.7,9,-5,-4,13,1,-3,-3,1
CCn1c(SCc2nc(-c3ccccc3)no2)nnc1-c1cccs1,0.0,37,-10,0,5,-3,8,8,1
COc1ccc(NC(=O)c2ccc(NC(=O)C3CC3)cc2)cc1,0.7,7,-2,2,3,-1,6,8,0
Cc1nn(-c2nnc(NCc3ccccc3)nn2)c(C)c1Br,1.2,35,-19,0,49*,5,29,13,0
CCCCOc1ccc(C(=O)Nc2ccc(N3CCN(C)CC3)cc2)cc1,-1.5,13,12,-4,3,10,21,5,-3
Cc1nn(C(C)C(=O)O)c(=O)c2c1sc1ccccc12 (stereo not drawn),-0.8,-6,16,1,21,1,6,-3,-1

Next section; it opens with the four that closed the last part.
SMILES,UPR CHOP act,tim23-1 inh,Mdm2-MdmX inh,NR3A LBD binder,tim10-1 inh,APJ agonist,NALP3 yeast inh,TIM10 inh,UPR XBP1 act
COc1ccc(NC(=O)c2ccc(NC(=O)C3CC3)cc2)cc1,0.7,7,-2,2,3,-1,6,8,0
Cc1nn(-c2nnc(NCc3ccccc3)nn2)c(C)c1Br,1.2,35,-19,0,49*,5,29,13,0
CCCCOc1ccc(C(=O)Nc2ccc(N3CCN(C)CC3)cc2)cc1,-1.5,13,12,-4,3,10,21,5,-3
Cc1nn(C(C)C(=O)O)c(=O)c2c1sc1ccccc12 (stereo not drawn),-0.8,-6,16,1,21,1,6,-3,-1
COc1ccc(NS(=O)(=O)c2ccc3c(c2)N(C(C)=O)CCO3)cc1,-1.5,-9,19,-1,-2,0,6,-5,-7
C=CCc1cccc(/C=N/NC(=O)CNc2ccccc2OC)c1O,-0.3,25,69*,13*,47*,1,4,97*,1
COc1ccc(/C=N/NC(=O)c2ccc(C)nc2)cc1O,3.8,25,5,0,-3,-1,12,9,0
CC1(C)N=C(N)N=C(N)N1c1ccc(Oc2ccc(Cl)cc2)c(Cl)c1,-0.8,4,67*,-1,16,-3,-1,-1,0
CCCN(CC(=O)Nc1ccccc1OC)C(=O)CCCN1C(=O)c2ccccc2C1=O,-0.5,3,34,-1,22,1,7,4,-1
CC(C)(C)c1ccc(C(=O)NCC(=O)OCN2C(=O)c3ccccc3C2=O)cc1,2.1,22,20,-2,31,-1,-11,-4,-1
COc1cc(NC(=O)Nc2cc(C)on2)cc(OC)c1OC,1.3,12,10,1,16,-2,1,2,3
CC(=O)Nc1ccc(NC(=O)C(C)OC(=O)CC2CCCCC2)cc1 (stereo not drawn),0.0,-4,-6,3,1,14,13,-4,0
Cn1nc(CC(=O)Nc2ccc(N3CCN(C(=O)OC(C)(C)C)CC3)cc2)c2ccccc2c1=O,7.2,6,11,3,20,2,8,18,-3
Cn1c(N)c(C(=O)COC(=O)/C=C/c2cccc(Br)c2)c(=O)n(C)c1=O,0.5,-13,8,-6,-10,-4,13,-9,-3
COC(=O)c1cccc(NC(=O)CC2C(=O)NCCN2C(=O)Nc2ccccc2)c1 (stereo not drawn),1.5,-6,-2,6,-16,9,17,2,-5
COCCOC(=O)C1=C(N)Oc2c(oc(CO)cc2=O)C1c1ccccc1F (stereo not drawn),-1.5,5,2,2,-8,-3,-7,-4,-2
CCOC(=O)C1CCCN(S(=O)(=O)c2nc3nc(C)cc(C)n3n2)C1 (stereo not drawn),0.4,13,8,4,9,-7,10,1,-1
COc1ccc(C(=O)NCc2nnc(SCC(=O)Nc3nnc(C)s3)o2)cc1,7.4,-8,7,0,-1,-6,4,8,-4
CC(=O)c1ccc(NC(=O)c2cccc(S(=O)(=O)N3CCN(C)CC3)c2)cc1,4.1,5,5,-1,-4,0,1,1,2
CCOC1(c2ccccc2)CC1C(=O)N/N=C/c1cccc([N+](=O)[O-])c1 (stereo not drawn),2.2,26,-2,1,-4,-2,13,17,-2
CC(C)C[C@H](NC(=O)[C@@H]1Cc2c([nH]c3ccccc23)C2c3ccccc3C(=O)N21)C(=O)NCC1CCCO1 (stereo partly drawn),-1.0,14,23,-3,16,-4,20,3,-3
CC(C)c1ccc(/C=C/C(=O)NC2CCCCC2)cc1,1.4,15,-52,0,2,-3,21,-8,1
Cn1nc(-c2ccccc2F)c2cc(C(=O)N3CCN(C(=O)c4ccco4)CC3)sc21,2.6,14,0,-2,27,-1,4,11,2
COCCCN=Cc1c(-c2ccccc2)[nH]n(-c2nc3ccccc3s2)c1=O,7.9,48,0,1,11,1,23,-3,0
CCc1cc(C(=O)NNC(=S)NC(C)c2ccccc2)cs1 (stereo not drawn),-1.5,16,-11,-4,37,-4,19,29,-2
CC(C)(C)c1ccc(S(=O)(=O)CC(O)CSc2nc3c(cc2C#N)CCCC3)cc1 (stereo not drawn),-0.9,7,19,3,40*,-4,5,37,0
CCOc1ccc(NC(=O)CN(C)C(=O)c2ccc(COc3ccccc3)o2)cc1OCC,-0.3,-1,14,-2,5,-3,11,7,-3
Clc1cccc(COn2c(-c3ccc(Cl)cc3Cl)nc3ncccc32)c1,-0.3,13,33,-10,36,-5,4,9,-2
COc1cccc(NC(=O)N2CCCCCC2)c1,3.8,-3,17,2,1,1,7,14,3
O=C1CCCc2oc3c(c21)CCCC3,-2.1,8,9,0,-19,0,11,-10,-2
CCN1CCn2c3c(c4cc(Cl)ccc42)CCCC31 (stereo not drawn),-2.7,15,16,2,18,-1,32,-7,-1
CCC(OC(=O)C1=Cc2ccccc2OC1)C(=O)NC1CCCC1 (stereo not drawn),0.2,-1,22,0,9,-3,11,-5,-5
Cc1nc(N2CCC(C)CC2)c2c(C)c(C(=O)Nc3ccccc3C(F)(F)F)sc2n1,-1.2,24,7,-3,3,1,18,-1,-1
CCOc1ccc(N2C(=O)c3cccnc3C2Nc2ccc(F)cc2)cc1 (stereo not drawn),-0.6,28,12,-1,27,-3,17,4,-2

The listing continues.
SMILES,UPR CHOP act,tim23-1 inh,Mdm2-MdmX inh,NR3A LBD binder,tim10-1 inh,APJ agonist,NALP3 yeast inh,TIM10 inh,UPR XBP1 act
Clc1nc(Cl)nc(NCCC2=CCCCC2)n1,3.7,7,-20,-2,8,-4,0,10,1
CC(=O)CN1C(=O)NC(c2ccccc2)(c2ccccc2)C1=O,-1.2,1,9,3,7,0,9,7,-2
CCn1c(=O)cc(OCC(=O)NCCCN2CCCC2=O)c2ccccc21,2.7,14,3,0,18,2,-8,7,0
CC(=O)c1cccc(NC(=O)C(Sc2ncnc3ccccc23)c2ccccc2)c1 (stereo not drawn),1.9,14,31,-1,6,-2,22,17,0
CN1CCN(c2ccc(C(F)(F)F)cc2NC(=O)c2ccco2)CC1,0.1,12,12,0,16,2,8,6,-3
CC(=O)NNC(=S)NC(=O)C(c1ccccc1)c1ccccc1,0.4,0,26,-2,36,-4,28,25,0
CC1=C(C(=O)OC(C)C)C(c2ccc(F)cc2)NC(=O)N1 (stereo not drawn),-0.4,-7,8,1,14,-3,12,-5,1
CSc1ncccc1C(=O)NCC(c1cccs1)N1CCOCC1 (stereo not drawn),-0.3,10,18,1,0,-3,16,-5,0
CC(C)(C)C(=O)Nc1ccc(C(=O)N/N=C/c2ccccc2OC(=O)c2ccccc2)cc1,1.9,10,30,-1,8,-1,7,0,1
Cc1ccc(S(=O)(=O)N2CCC(C(=O)N[C@@H](C)C(=O)NCc3ccco3)CC2)cc1,-0.4,-7,-14,-1,-1,0,-11,-6,0

Assay outcomes deposited in PubChem BioAssay by Sanford-Burnham Center for Chemical Genomics.

Hits appear at their usual frequency; 8.2% or so of the library scored in one or more.
